proKLK7 act: proKLK7 (human) activation, primary screen. activation, % at 7 µM. 370,000 compounds, 0.9% hits. purified proKLK7, EDANS-DABCYL substrate fluorescence; 100% is mature enzyme control, 0% vehicle. P49862. AID 652039;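 active = activation above the mean of all tested compounds plus 3 SD, computed per campaign excluding outliers beyond control limits, cut at about 13% in these data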
Target sequence (P49862 whole entry, looked up): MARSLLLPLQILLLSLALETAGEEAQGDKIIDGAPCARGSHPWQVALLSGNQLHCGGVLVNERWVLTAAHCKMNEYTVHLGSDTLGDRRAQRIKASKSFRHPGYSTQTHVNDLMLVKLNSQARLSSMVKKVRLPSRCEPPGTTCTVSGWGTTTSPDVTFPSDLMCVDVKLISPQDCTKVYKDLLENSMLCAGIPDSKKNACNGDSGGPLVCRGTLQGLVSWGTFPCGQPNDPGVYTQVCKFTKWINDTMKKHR
ADAM17 inh: inhibits human ADAM17 | recombinant ADAM17, EDANS/DABCYL FRET peptide cleavage | inhibition, % at 6.95 µM | P78536 | AID 720648 | 370,000 compounds, 0.83% hits;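 active = inhibition above the mean of compounds lying between control limits plus 3 SD, set per campaign, cut at about 8.5% in these data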;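 note: 0% = DMSO-only wells as the low control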
Target sequence (P78536 215-824 limits assumed): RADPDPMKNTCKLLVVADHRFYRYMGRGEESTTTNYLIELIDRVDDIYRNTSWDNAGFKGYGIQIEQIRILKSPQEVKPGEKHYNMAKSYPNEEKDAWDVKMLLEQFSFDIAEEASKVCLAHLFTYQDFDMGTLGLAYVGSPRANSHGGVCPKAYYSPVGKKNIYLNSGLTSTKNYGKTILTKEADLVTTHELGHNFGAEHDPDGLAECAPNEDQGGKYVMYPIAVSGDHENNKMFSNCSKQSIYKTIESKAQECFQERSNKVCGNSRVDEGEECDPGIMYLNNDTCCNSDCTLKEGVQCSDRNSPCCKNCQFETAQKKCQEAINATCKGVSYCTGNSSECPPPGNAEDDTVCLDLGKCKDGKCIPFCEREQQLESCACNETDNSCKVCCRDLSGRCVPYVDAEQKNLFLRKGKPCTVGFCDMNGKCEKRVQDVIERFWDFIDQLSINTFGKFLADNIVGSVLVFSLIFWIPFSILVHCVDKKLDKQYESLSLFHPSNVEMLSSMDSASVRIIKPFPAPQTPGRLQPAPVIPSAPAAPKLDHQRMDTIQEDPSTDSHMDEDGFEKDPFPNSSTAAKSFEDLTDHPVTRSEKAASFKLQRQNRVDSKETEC
DDE Tn6 FP inh: disrupts Tn6 cyclic peptide binding to fibrin D-Dimer-E complex | P02675 | Fibrin DD(E) TRITC-Tn6 fluorescence polarization displacement | inhibition, % at 8.3 µM | 370,000 compounds, 0.21% hits | AID 720509;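 active = inhibition above a per-campaign cutoff: mean of compounds within control limits plus 3 SD, cut at about 15% in these data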;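 note: 0% = median of all compound wells on the plate and 100% = blocking peptide control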
PLCg1 inh: inhibitors of human phospholipase C gamma1; purified PLC-gamma1, fluorogenic substrate, fluorescence; 370,000 compounds, 0.84% hits; inhibition, % at 12.2 µM; in the data active = inhibition above about 9.5%
ARFGAP1 inhibitor: rat ARFGAP1 inhibition | 360,000 compounds, 0.26% hits | Arfgap1-stimulated ARF1 GTP hydrolysis, GDP FP detection | AID 651572 | inhibition, % at 16.5 µM;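 active = inhibition above a per-plate limit, mean inhibition of low control wells plus 3 SD, cut at about 25% in these data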;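 note: 0% = DMSO wells with enzyme and 100% = wells lacking Arfgap1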
Target sequence (Q62848 1-136 limits assumed): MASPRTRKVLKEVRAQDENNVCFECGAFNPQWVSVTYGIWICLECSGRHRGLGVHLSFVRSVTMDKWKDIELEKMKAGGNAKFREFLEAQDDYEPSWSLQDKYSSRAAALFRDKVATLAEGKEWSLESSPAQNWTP
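system = rat Arfgap1 catalytic domain, aa 1-136 | technique = FP, GDP Alexa 633 tracer displaced from anti-GDP antibody, 620/688 nm | compound = one concentration, 16.5 µM, DMSO 1.26% | medium = HEPES-based buffer, pH 7.5 | timing = compound-enzyme preincubation 20 min, reaction 120 min, detection 60 min, 25 °C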
UHRF1 MBD2 ctr: blocks human UHRF1 binding to methylated DNA | Q96T88 | UHRF1 binding to methylated oligo, TR-FRET | inhibition, % at 4.4 µM | 370,000 compounds, 0.75% hits | AID 687016; in the data active = inhibition above about 21%;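 note: UHRF1 SRA domain binding a hemimethylated CpG hairpin DNA probe; 0% = median of test compound wells and 100% = reference inhibitor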
MBD2 inh: blocks human MBD2 binding to methylated DNA | AID 686964 | Q9UBB5 | 370,000 compounds, 0.31% hits | inhibition, % at 4.4 µM | TR-FRET, MBD2 binding to methylated oligonucleotide; in the data active = inhibition above about 13%
PLC-beta3 inh: PLC-beta3 (human) inhibition, primary screen. Q01970. inhibition, % at 12.2 µM. AID 720704. 370,000 compounds, 0.18% hits. Purified PLC-beta3, fluorogenic substrate, fluorescence; in the data active = inhibition above about 11%;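 note: 0% = median of compound wells on plate and 100% = full blocker control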
DDE Tn7 FP inh: inhibitors of Tn7 peptide binding to human fibrin DD(E); P02675; FP displacement of FITC-Tn7 peptide from fibrin DD(E); 0% = median of compound wells per plate; inhibition, % at 8.3 µM; 370,000 compounds, 0.13% hits; AID 720508;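 active = inhibition above the mean of compounds falling within the control limits plus 3 SD of them, cut at about 14% in these data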;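 note: 0% = plate median of compound wells and 100% = 10 µM Aha-Tn7 peptide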
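Assay system: Human fibrin DD(E) protein | Medium: Tris buffer with calcium and detergent, pH 7.8 | Reagent: 0.1 µM fluorescent Tn7 | Compound dosing: Single point at 8.3 µM | Times: 10 min preincubation, 3 h with tracer, room temperature | Detection: Fluorescence polarization of the labelled Tn7 tracer | Controls: Aha-Tn7 high control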
ASAP1 GAP inh: inhibitors of human ASAP1 ArfGAP activity | Q9ULH1 | ASAP1-stimulated ARF1 GTP hydrolysis, GDP FP detection | inhibition, % at 16.5 µM | 360,000 compounds, 0.19% hits; in the data active = inhibition above about 25%;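 note: 0% = vehicle with enzyme and substrate and 100% = no enzyme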
* hit, by the source's call; i = inactive; . = not tested or not shown.

Start of the data: the first 3 records (preview)
no. | mol | proKLK7 act | ADAM17 inh | DDE Tn6 FP inh | PLCg1 inh | ARFGAP1 inhibitor | UHRF1 MBD2 ctr | MBD2 inh | PLC-beta3 inh | DDE Tn7 FP inh | ASAP1 GAP inh
1 | CCCCC(=O)Nc1ccc(C(=O)NCCc2ccc(S(N)(=O)=O)cc2)cc1 | 0.3 | 0 | 0 | -2 | 9 | 2 | 3 | 0 | -6 | -5
2 | Fc1cccc(CO/N=C/c2c(-c3ccccc3)nc3ccc(Cl)cn23)c1 | -0.2 | 3 | 2 | 2 | -4 | 4 | 4 | 6 | 5 | 1
3 | CCOc1ccc(CNC(=O)CCCOc2cc(=O)n(C)c3ccccc23)cc1 | 0.6 | -1 | -1 | 3 | 4 | 1 | 1 | 2 | 3 | 6

The whole of this part, repeating the preview:
no. | mol | proKLK7 act | ADAM17 inh | DDE Tn6 FP inh | PLCg1 inh | ARFGAP1 inhibitor | UHRF1 MBD2 ctr | MBD2 inh | PLC-beta3 inh | DDE Tn7 FP inh | ASAP1 GAP inh
1 | CCCCC(=O)Nc1ccc(C(=O)NCCc2ccc(S(N)(=O)=O)cc2)cc1 | 0.3 | 0 | 0 | -2 | 9 | 2 | 3 | 0 | -6 | -5
2 | Fc1cccc(CO/N=C/c2c(-c3ccccc3)nc3ccc(Cl)cn23)c1 | -0.2 | 3 | 2 | 2 | -4 | 4 | 4 | 6 | 5 | 1
3 | CCOc1ccc(CNC(=O)CCCOc2cc(=O)n(C)c3ccccc23)cc1 | 0.6 | -1 | -1 | 3 | 4 | 1 | 1 | 2 | 3 | 6
4 | COC(=O)c1ccc2c(=O)[nH]c(COC(=O)c3c(-c4ccccc4Cl)noc3C)nc2c1 | -2.3 | -14 | -3 | 0 | 2 | -2 | -7 | -8 | 0 | 0
5 | O=C(CN(C(=O)c1csnn1)c1ccc(F)cc1)NCCc1ccccc1 | 0.1 | 1 | -8 | 3 | -16 | 1 | 1 | -5 | -3 | 5
6 | CN=c1sc2ccccc2n1CC(O)c1ccccc1 (configuration not stated) | -0.2 | -2 | -1 | -1 | -9 | 5 | 3 | 3 | 2 | 3
7 | CNS(=O)(=O)c1cc(-c2nnc(Nc3ccc(CC(N)=O)cc3)c3ccccc23)ccc1C | 3.1 | 3 | 0 | -45 | 6 | 1 | 2 | -68 | -4 | 4
8 | CCC(C(=O)OCC(=O)Nc1cc(C)ccc1OC)c1ccccc1 (configuration not stated) | 0.0 | 3 | 4 | 4 | -10 | 0 | -3 | 5 | 5 | 3
9 | CC(C)(C)n1nnnc1C(c1cccnc1)N1CCN(c2ccccc2F)CC1 (configuration not stated) | -0.3 | -4 | 1 | 2 | 1 | -2 | 0 | 0 | -5 | 5
10 | Cc1cccc(Nc2nc(N)nc(CCl)n2)c1 | -0.4 | -1 | -7 | 0 | 1 | 1 | 4 | -6 | -6 | 8
11 | Cc1sc2nc(CN3CCN(c4ccc(O)cc4)CC3)[nH]c(=O)c2c1C | -1.4 | -1 | 7 | -3 | 3 | 0 | 3 | -10 | 1 | -6
12 | CC(=O)c1cccc2c1OC(C)C(=O)N2Cc1ccc(Cl)cc1 (configuration not stated) | -0.6 | -9 | -1 | -27 | 16 | -1 | 1 | -35 | -3 | -2
13 | Cc1cccc(-n2ncc3c2CCCC3NC(=O)CN2CCCC2=O)c1C (configuration not stated) | 0.6 | 3 | -1 | 2 | 1 | -4 | -2 | -5 | -8 | 1
14 | Nc1ccccc1-n1nc2ccc3ccccc3c2n1 | -2.3 | -228 | -5 | i | 14 | 0 | 4 | i | -8 | 8
15 | COc1ccc(CN2CCC(n3nccc3NC(=O)c3ccc4c(c3)OCO4)CC2)cc1C | -0.3 | 4 | -8 | 6 | 5 | 1 | -3 | 0 | -5 | -6
16 | Cn1c(COc2ccccc2)nc2ccccc21 | -0.4 | 0 | -6 | 1 | 5 | 2 | 0 | -1 | -5 | -3
17 | Cc1cc(N)nc(SCC(=O)N2C(C)CCCC2C)n1 (configuration not stated) | 0.1 | -1 | -3 | 1 | -2 | 0 | 4 | -7 | 3 | 7
18 | CCc1cccc2c(C(=O)Cn3nnc(-c4ccc(OC)c(OC)c4)n3)c[nH]c12 | 3.1 | -3 | -6 | -2 | 3 | -3 | -4 | -5 | 3 | 4
19 | Cc1nn(Cc2ccccc2)c(C)c1NC(=O)CSc1nc(-c2ccccc2)nc2c1cnn2-c1ccccc1 | 0.6 | -2 | -6 | 1 | -5 | 3 | -5 | 3 | -8 | 4
20 | Nc1nnc(CSCc2cccc(Br)c2)s1 | 0.0 | -2 | 3 | 0 | 4 | 1 | -2 | -9 | 0 | 9
21 | O=C1[C@@H]2[C@H](Cc3ccc(O)cc3)N[C@]3(C(=O)Nc4ccccc43)[C@@H]2C(=O)N1c1ccc(F)cc1 | 0.1 | 2 | 3 | 4 | 5 | -2 | 2 | 0 | -6 | 7
22 | O=C(O)c1ccc(S(=O)(=O)c2ccc3c(c2)C(=O)N(NC(=O)c2ccc(O)cc2)C3=O)cc1 | 0.6 | 2 | 8 | -1 | 1 | 1 | 2 | 2 | -8 | 5
23 | Cc1ccc(Cl)cc1N1CCN(Cc2nnnn2Cc2ccco2)CC1 | 0.3 | 3 | -1 | 2 | 3 | 0 | 0 | 3 | -2 | -1
24 | Cn1c(/C=N/Nc2nc3ccccc3[nH]2)nc2ccccc21 | -0.7 | 2 | -29 | -28 | 8 | -4 | 5 | -58 | 5 | 12
25 | Oc1ccc(Br)cc1/C=N/Nc1ncc(-c2ccccc2)cn1 | -0.7 | 3 | 1 | -22 | 2 | -1 | 2 | -42 | 1 | 4
26 | CCCCc1nnc(NC(=O)CSCc2cc(=O)n3cc(C)sc3n2)s1 | 0.2 | -6 | -8 | 1 | 4 | -2 | 1 | -8 | -2 | -11
27 | COc1ccc(C(=O)NCC(=O)N2CCN(C(=O)c3ccco3)CC2)cc1OC | -0.2 | -5 | -2 | -1 | 0 | 3 | 3 | -12 | -5 | -8
28 | COC(=O)Cc1c(C)nc2nc(-c3cccnc3)[nH]n2c1=O | 0.1 | -3 | -2 | 1 | 0 | 2 | -3 | 1 | 3 | -8
29 | OCC#Cc1ncc(C(F)(F)F)cc1Cl | -0.1 | -3 | -5 | 2 | 2 | -2 | 0 | -4 | -5 | 3
30 | CCCc1cc(=O)oc2c(C)c(OCC(=O)N3CCC(C(=O)O)(c4ccccc4)CC3)ccc12 | -3.9 | -105 | 1 | -31 | -9 | -3 | -2 | -36 | 4 | -9
31 | O=C(NCCc1ccccc1)C1CCCN1C(=O)NCc1ccccc1 (configuration not stated) | 0.4 | -3 | -2 | 0 | 1 | 3 | 0 | 1 | 9 | 13
32 | CN(CC(=O)Nc1ccccc1C(F)(F)F)C(=O)c1ccc(N2C(=O)CCC2=O)cc1 | -0.1 | -7 | -5 | -4 | -8 | 2 | 2 | -6 | 0 | -11
33 | COc1ccc(OC2C(=O)N(c3ccc(C)c(C)c3)C2c2ccc(OC)c(OC)c2)cc1 (configuration not stated) | -0.7 | 5 | -1 | 3 | 0 | -3 | 3 | 4 | -2 | 4
34 | CC1(C)NC(=O)N(CCOCCOc2ccccc2-c2ccccc2)C1=O | -0.8 | -3 | -2 | -2 | -2 | 28* | 1 | 2 | -1 | 0
35 | CC[C@]12c3[nH]c4cc(-c5ccco5)ccc4c3CCN1C(=O)[C@@H](CC(=O)NCCCn1ccnc1)C[C@@H]2C(=O)N1CCN(C(=O)C2CC2)CC1 | 69* | -47 | -1 | -94 | 0 | -1 | 1 | -137 | -4 | 10
36 | CCC(=O)N1CCc2cc(Br)c(S(=O)(=O)NCCN3CCCCC3CC)cc21 (configuration not stated) | -0.2 | -1 | 1 | -1 | -4 | 2 | -1 | -5 | 4 | 7
37 | CCOc1ccc(CCNc2nc3c(c(=O)n(C)c(=O)n3C)n2CC)cc1OCC | 0.0 | 0 | -5 | 2 | 7 | 0 | 2 | 4 | -6 | -2
38 | O=C(OCC(=O)N1CCCC1)c1ccc(Cl)nc1 | -0.3 | -5 | -3 | -3 | 1 | -1 | 4 | -7 | 6 | -7
39 | O=C(NCc1ccccn1)c1cccc(NS(=O)(=O)c2ccc(Br)cc2)c1 | 1.1 | -3 | -1 | 4 | -7 | -2 | 2 | -4 | 0 | 20
40 | Nc1nc(-c2ccc3c(c2)CCCC3)cs1 | 0.6 | -3 | 3 | -5 | 3 | 3 | 3 | -6 | 3 | 12
41 | CC1=C(C(=O)N2CCCCCC2)CC(CC(=O)NCCc2ccccn2)C(=O)N1Cc1ccc(F)cc1 (configuration not stated) | -0.3 | -5 | 3 | 1 | -12 | 0 | 4 | 0 | -2 | 16
42 | COc1ccc(C(=O)NCC(=O)OCC(=O)NC(=O)NC2CCCCC2)cc1OC | 0.1 | -2 | -2 | 3 | 5 | 0 | -1 | 3 | -1 | 0
43 | CN(CC(O)CON=C1c2ccccc2-c2ccccc21)S(=O)(=O)c1ccc(Br)cc1 (configuration not stated) | -3.5 | 8.8* | 5 | -9 | 6 | -2 | 0 | -8 | 2 | 9
44 | COc1ccc(NC(=O)CN2CCN(c3ccccc3)CC2)cc1 | 0.3 | -1 | -1 | -1 | 2 | -2 | 1 | -2 | -6 | 11
45 | CCOC(=O)N/N=C/c1ccc(F)cc1 | -1.0 | -6 | 4 | -2 | 8 | -1 | 0 | 0 | -2 | 0
46 | CCCCCN(C(=O)CCC(=O)OCC(=O)Nc1ccc(C)cc1F)c1c(N)n(CCCC)c(=O)[nH]c1=O | -0.5 | 0 | 2 | 0 | 9 | 1 | 2 | -4 | 2 | 3
47 | COc1ccc(CNC(=O)[C@@H](C)NC(=O)C2CCN(C(=O)[C@@H](N)CCSC)CC2)cc1 | -0.6 | -2 | 7 | 1 | 5 | 3 | 0 | 1 | 3 | -2
48 | CN(C)c1cccc(C(=O)OCC(=O)N(C)c2ccccc2)c1 | 1.1 | -2 | -27 | -48 | 4 | 1 | 0 | -70 | -117 | 14
49 | CC(c1ccccc1)n1c(SCC(=O)Nc2ccccc2)n[nH]c1=O (configuration not stated) | 0.1 | 1 | 3 | 8 | -11 | 3 | -3 | 9 | 2 | 9
50 | O=C(NCCc1c[nH]c2ccccc12)c1ccc(Sc2ccccc2Cl)c([N+](=O)[O-])c1 | 0.1 | 9.1* | 8 | 6 | . | -2 | -3 | 2 | 1 | .
51 | COc1cc2oc(=O)cc(CN3CCN(c4ccccc4F)CC3)c2cc1Cl | -0.2 | -7 | -3 | -9 | 9 | -2 | -13 | -16 | 8 | 3
52 | COc1ccc(/C=C2\SC(=O)N(CC(=O)NC3C=CS(=O)(=O)C3)C2=O)cc1 (configuration not stated) | -0.3 | -2 | 3 | 2 | -5 | 1 | 4 | -11 | 0 | 8
53 | Cc1cc(NC(=O)CSCC(=O)Nc2nc3ccc(F)cc3s2)no1 | -1.4 | 2 | 0 | 0 | 6 | -2 | -8 | -4 | -10 | -1
54 | CC(C)CN(C(=O)COC(=O)CSc1ccccc1)c1c(N)n(Cc2ccccc2)c(=O)[nH]c1=O | -0.9 | -4 | -2 | -2 | -2 | -1 | -1 | -8 | 4 | -18

Assay outcomes: PubChem BioAssay, The Scripps Research Institute Molecular Screening Center

No enrichment for hits. About 4.1% of those tested had a hit in this group.
